Screening data: PubChem, National Center for Advancing Translational Sciences (NCATS)
D2 agonist: agonists of human D2 dopamine receptor | 0.53% of 340,000 active | activation, % at 2 µM | AID 485358 | HEK293 T-REx D2 cells, calcium flux agonist mode | P14416;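 active = activation over 3 SD above normal in the single-dose calcium agonist read, cut at about 30% in these data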; also: 0% is about no effect
Target sequence (P14416 whole entry, looked up): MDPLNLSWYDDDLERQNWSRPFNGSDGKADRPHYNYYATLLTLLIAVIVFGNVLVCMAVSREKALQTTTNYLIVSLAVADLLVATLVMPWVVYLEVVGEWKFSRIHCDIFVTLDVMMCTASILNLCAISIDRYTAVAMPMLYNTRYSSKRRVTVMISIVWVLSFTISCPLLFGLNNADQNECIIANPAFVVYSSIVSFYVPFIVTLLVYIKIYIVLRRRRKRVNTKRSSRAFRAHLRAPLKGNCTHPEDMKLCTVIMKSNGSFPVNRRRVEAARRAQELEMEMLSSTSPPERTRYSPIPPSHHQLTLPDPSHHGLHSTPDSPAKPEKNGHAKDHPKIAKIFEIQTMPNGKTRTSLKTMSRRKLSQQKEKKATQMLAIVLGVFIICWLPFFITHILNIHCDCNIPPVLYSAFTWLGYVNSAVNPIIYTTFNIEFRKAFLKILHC
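Agonism scored from kinetic calcium signal (1 read/sec, 180 s) following compound pin transfer, after a 10 s baseline. Cells: HEK293 Trex line expressing inducible D2 receptor coupled to calcium, dye-loaded after overnight culture at 30 C.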
RXFP1 antag: antagonists of human relaxin receptor RXFP1 | Q9HBX9 | HEK293-RXFP1, relaxin-stimulated cAMP HTRF, 30 min; active compounds read low | activity change, negative = inhibition, % at 57.5 µM | 0.59% of 350,000 active | AID 1259400;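 active = activity change of -60% or lower, but not beyond a set lower limit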; also: % is scaled to controls: 0 for no effect and ±100 for the full control effect
D2 antagonist: D2 dopamine receptor (human) antagonism; P14416; inhibition, % at 10 µM; 2% of 340,000 active; AID 485344; HEK293 TREx D2 cells, calcium flux, dopamine EC80; in the data active = inhibition above about 30%; also: 0% is about no effect
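Calcium mobilization kinetics were recorded at 1 s intervals in tetracycline-induced HEK293 T-REx D2 cells, first for 180 s after compound addition and then 180 s after EC80 dopamine.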
TRHR ag: activates the human TRH receptor; AID 493084; activation, % at 2 µM; TRHR cells, calcium flux fluo-8, FDSS agonist mode; 0.18% of 360,000 active; P34981; also: 0% is about no effect
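In this calcium-flux screen, cells bearing human TRHR are dye-loaded with fluo-8, baselined for 10 cycles, then exposed to library compounds; positive kinetic calcium responses during the agonist phase mark hits, with TRH as control.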
D2 PAM: positively modulates the human D2 dopamine receptor allosterically | P14416 | HEK293 T-REx D2, calcium flux, EC20 dopamine potentiation | potentiation, % at 10 µM | 0.34% of 340,000 active | AID 485347;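 active = potentiation over 3 SD above the plate norm, cut at about 30% in these data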; also: 0% is about no effect
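Using a no-wash calcium dye in inducible, force-coupled HEK293 Trex cells expressing D2, we tracked fluorescence each second for 180 s after compound, then for 180 s after EC20 dopamine to detect augmented signalling.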
TRHR PAM: TRH receptor (human) allosteric enhancement. P34981. TRHR cells, fluo-8 calcium fluorescence, EC20 TRH enhancement. enhancement, % at 2 µM. 0.66% of 360,000 active. AID 493056; in the data active = enhancement above about 30%; also: 0% is about no effect
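Enhancer read-out: after compound pinning and an initial kinetic agonist-mode read, an EC20 of TRH (10 nM final) was injected and fluo-8 calcium signal (Ex 480/Em 530) followed at 1 s/cycle for 100 cycles in TRHR-expressing cells.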
D1 ag: activates the human D1 dopamine receptor. P21728. HEK293 T-REx D1 cells, calcium flux, agonist mode. activation, % at 2 µM. 1% of 360,000 active; also: 0% is about no effect
Target sequence (P21728 whole entry, looked up): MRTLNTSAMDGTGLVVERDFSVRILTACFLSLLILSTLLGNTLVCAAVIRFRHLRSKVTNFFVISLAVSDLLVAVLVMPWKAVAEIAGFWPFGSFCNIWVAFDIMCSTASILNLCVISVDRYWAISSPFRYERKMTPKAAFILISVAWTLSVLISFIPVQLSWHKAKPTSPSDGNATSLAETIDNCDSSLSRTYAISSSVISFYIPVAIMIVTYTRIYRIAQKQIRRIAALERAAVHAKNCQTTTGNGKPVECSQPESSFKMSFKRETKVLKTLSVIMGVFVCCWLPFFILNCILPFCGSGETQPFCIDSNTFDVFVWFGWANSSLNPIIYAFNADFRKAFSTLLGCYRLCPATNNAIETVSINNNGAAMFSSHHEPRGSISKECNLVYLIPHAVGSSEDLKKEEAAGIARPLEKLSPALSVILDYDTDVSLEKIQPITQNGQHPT
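Tetracycline-induced HEK293 TREx D1 cells, force-coupled to calcium signalling, were dye-loaded with a no-wash calcium kit. Compound was pin-added after a 10 s baseline. Fluorescence was read kinetically at 1 cycle/s for 180 s, with calcium rises flagged as agonism.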
D1 antagonist: antagonists of human D1 dopamine receptor | AID 504652 | activity change, negative = inhibition, % at 10 µM | HEK293 TREx D1 cells, calcium flux, dopamine EC80; active compounds read low | P21728 | 3.2% of 360,000 active; in the data active = activity change below about -30%; also: % is scaled to controls: 0 for no effect and ±100 for the full control effect
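HEK293 T-REx cells expressing inducible, force-coupled D1 receptor; no-wash Ca dye, 30–90 min RT. Cmpd → 180 s read at 1 Hz → EC80 DA → 180 s read.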
D1 PAM: human D1 dopamine receptor positive modulation; P21728; HEK293 TREx D1 cells, calcium flux, dopamine EC20 potentiation; potentiation, % at 10 µM; 0.036% of 360,000 active; in the data active = potentiation above about 30%; also: 0% is about no effect
The depositor's hits bear a star; / = no result given. Rule as the data show it, unless noted: active = activation above about 30%; inactive = the rest.

SMILES	D2 agonist	RXFP1 antag	D2 antagonist	TRHR ag	D2 PAM	TRHR PAM	D1 ag	D1 antagonist	D1 PAM
Cc1cccc(C)c1NC(=O)CN(C)C(=O)c1ccccc1Sc1ccccc1C#N	0.0	0	-16	0.4	-13	-7	0	8	-2
COC(=O)c1c(NS(=O)(=O)c2ccc3ccccc3c2)sc2c1CCCC2	-0.4	-11	-1	-0.8	4	11	0	-3	8
Cc1ccc(C)c(NS(=O)(=O)c2ccc3c(c2)NC(=O)CCS3)c1	0.5	23	10	-0.7	-4	-5	7	-20	4
CCC1(CC)NC(=O)N(CC(=O)OCC(=O)Nc2ccc(C(F)(F)F)cc2)C1=O	0.4	3	8	-0.1	-10	1	3	9	11
COc1ccccc1C(=O)CSc1cccc[n+]1[O-]	1.5	7	8	-0.2	7	-8	1	31	-4
Clc1ccc(-c2nc3ccccn3c2CN2CCOCC2)cc1	0.8	12	9	0.0	9	12	0	17	2
COc1cccc(CN(C(=O)/C=C/c2ccco2)C2CCS(=O)(=O)C2)c1 (stereo not drawn)	0.0	-13	-26	0.5	4	-6	4	-15	-10
CN(C)CCOCCSc1ccc(Cl)cc1	-0.3	7	21	0.8	-11	-1	10	-25	4
Cc1cc(C)cc(NC(=O)C2CCCN(c3cnccn3)C2)c1 (stereo not drawn)	-0.6	1	/	-2.2	-2	-1	3	9	-1
CCSc1nc2cc(C(=O)OC)ccc2c(=O)n1CC	0.6	8	3	-0.1	12	6	-2	6	1
COc1cc(C2c3[nH]c4ccccc4c3C[C@@H]3C(=O)N(Cc4ccco4)CC(=O)N23)cc(OC)c1OC (stereo partly drawn)	1.1	1	-9	0.2	13	6	4	25	4
O=C/C(=C\Nc1ccccn1)c1nc2cc(Cl)ccc2o1	-0.4	13	4	0.1	21	7	9	3	0
CC(C(=O)Nc1ccc(F)c(Cl)c1)N1Cc2ccccc2C1=O (stereo not drawn)	0.1	-12	/	-0.2	-8	-1	1	15	-1
CCN1CNC(=S)N(Cc2ccccc2)C1	-1.9	/	1	-0.8	6	-6	3	17	-2
CCCC(NS(=O)(=O)c1ccc(C)cc1)C(=O)O (stereo not drawn)	0.2	-1	-2	0.5	0	1	1	6	-3
CCCCCCCCSc1nnc(-c2ccc(OC)cc2)o1	0.6	3	17	0.6	-4	6	1	1	0
CCC(=O)NC(Nc1cc(C)cc(C)n1)(C(F)(F)F)C(F)(F)F	0.4	-10	-12	-0.7	-7	-5	0	0	0
CCOc1ccc(N(CC(=O)NCC2CCCO2)S(=O)(=O)c2ccc(Cl)cc2)cc1 (stereo not drawn)	-1.5	-4	-4	-0.5	-5	0	0	-9	3
NC(=O)c1cc([N+](=O)[O-])ccc1NCc1ccc(C(=O)O)cc1	0.0	/	-2	0.6	10	-11	0	2	-4
Cc1nnc(NC(=O)c2ccc3nccnc3c2)s1	0.4	13	3	0.1	-3	11	5	-12	-2
c1csc(-c2csc3nc(CN4CCOCC4)nc(NCc4ccc5c(c4)OCO5)c23)c1	-1.2	-17	17	0.6	-3	4	3	14	-6
Cc1cc(F)ccc1S(=O)(=O)N1CCCCC1CCNC(=O)C(=O)NCc1ccccn1 (stereo not drawn)	-0.6	-2	-7	-0.4	20	-1	2	-12	-7
COc1ccc(C(C)=O)cc1COC(=O)CNC(=O)c1ccc(Cl)cc1	-1.4	-6	8	-1.5	9	-8	4	-2	-5
CC1(c2nnc(-c3ccc(F)cc3)o2)CC(c2c(Cl)cccc2Cl)=NO1 (stereo not drawn)	0.0	/	-10	0.0	10	-9	0	11	-4
Cc1ccc(C(c2sc3nc(-c4ccco4)nn3c2O)N2CCN(c3ccc(F)cc3)CC2)cc1 (stereo not drawn)	-0.2	6	/	-0.2	9	6	-2	/	-1

Following part.
SMILES	D2 agonist	RXFP1 antag	D2 antagonist	TRHR ag	D2 PAM	TRHR PAM	D1 ag	D1 antagonist	D1 PAM
Cc1cc(NC(=O)CSc2cn(CCNC(=O)c3ccc(F)cc3)c3ccccc23)no1	-0.4	7	-19	-0.6	-2	1	2	18	-2
COc1ccc(N2CCN(C(=O)c3cccc4nc(C)oc34)CC2)cc1	-0.4	16	-2	-0.5	9	1	4	-10	5
C=CCn1c2ccccc2c2n[nH]c(=S)nc21	0.4	15	3	-0.6	10	2	4	4	2
O=c1[nH]c(C(F)(F)F)nc2c1nnn2Cc1ccccc1F	0.2	1	1	0.9	-4	-2	2	-8	-3
COC(=O)c1ccc(CNC(=O)c2ccc3c(c2)S(=O)(=O)N=C2CCCCCN23)cc1	0.0	0	-6	-0.2	-6	-12	0	0	2
CCOc1ccc(CCNC(=O)c2cc3c(s2)-c2ccccc2OC3)cc1OCC	1.2	/	/	0.9	-28	-8	-1	11	-5
CCOC(=O)C1=C(C)N(c2ccc(OC)cc2)C(=O)/C1=C\c1ccc(O)c(OCC)c1	-0.8	-1	8	0.9	-2	0	3	-12	4
COc1ccc2c(c1)c1c(c(=O)n(-c3ccc(F)c(Cl)c3)c(=O)n1Cc1ccccc1C)n2C	0.7	/	/	0.5	-2	-1	0	7	0
CCn1c(N)c(C(=O)NC)sc1=S	-1.4	-6	-29	0.8	24	1	2	-23	-2
CC(=O)Nn1c(COc2ccccc2C)nc2ccccc2c1=O	-0.3	0	-2	-0.3	-5	-4	3	3	1
CCCCNC(=S)NNC(=O)CCn1nc(C)c(Br)c1C	0.0	29	6	0.5	0	-3	0	1	-2
C/C(=N\NC(=O)C1(C)CC1(Br)Br)c1cccc(NC(=O)C(C)(C)C)c1 (stereo not drawn)	0.7	-5	9	0.7	3	-5	3	3	-2
Cc1ccn2c(=O)nc(SCC(=O)Nc3cccc4ccccc34)nc2c1	-0.4	6	14	-0.4	5	-3	9	4	4
O=C(c1ccco1)N1CCN(Cc2cccc3ccccc23)CC1	58*	-9	76*	-0.6	-23	2	6	-11	/
CC(=O)c1ccccc1OCCn1nc(C(=O)O)c2ccccc2c1=O	-0.8	10	4	-2.1	6	7	11	3	-6
O=C(COc1cccc2c1CCN(Cc1ccccc1F)C2=O)N1CCCCC1	/	12	/	-0.2	0	-3	3	-10	1
C=CCNC(=O)c1c(CSc2ccc(F)cc2)noc1C(=O)NCCC	/	/	/	-0.2	/	-5	-1	-8	-4
O=C(O)c1ccc(NS(=O)(=O)c2cc(C(=O)O)ccc2Br)cc1	-0.3	6	1	-0.2	1	-1	2	6	-3
Cn1c(Cc2cccc3ccccc23)nnc1SCc1ccc([N+](=O)[O-])cc1	/	3	/	0.6	/	-1	0	6	-6
Oc1ccc(/C=N/Nc2ncc(Br)cn2)c(O)c1	-1.1	8	-5	-0.8	0	1	1	4	-3
Cc1cnc(NC(=O)CSc2nnc(N)s2)s1	1.2	5	10	0.6	13	3	1	6	-3
O=C(Cn1cc(C(F)(F)F)ccc1=O)Nc1cccc(S(=O)(=O)N2CCOCC2)c1	-0.2	9	1	-0.1	13	8	4	6	2
O=C(NNC(=O)C12CC3CC(CC(C3)C1)C2)c1csc(N2CCOCC2)n1	/	5	/	-0.3	/	4	3	-14	0
Cc1cc(C)n(-c2ccc(C(=O)NCc3ccc4c(c3)OCO4)cc2)n1	-0.9	-8	8	-0.2	-11	-4	0	-4	-8
CCN1C(C(=O)c2ccccc2)=C(OC(=O)COc2ccc(OC)cc2)c2ccccc2S1(=O)=O	-0.4	2	/	-0.6	-15	-2	1	-2	-2

Carrying on.
SMILES	D2 agonist	RXFP1 antag	D2 antagonist	TRHR ag	D2 PAM	TRHR PAM	D1 ag	D1 antagonist	D1 PAM
Cc1ccc(NC(=O)/C=C\C(=O)N(c2ccc(C(C)C)cc2)C(C(=O)NCc2ccco2)c2ccc(Cl)cc2)cc1 (stereo not drawn)	0.4	1	/	1.0	-6	11	1	24	0
CC1CCCN(c2nc3nonc3nc2Nc2ccccc2F)C1 (stereo not drawn)	1.1	-11	-4	-0.3	5	10	2	-4	-4
C[C@@]12C(=O)N(Cc3ccc(Cl)cc3)CC(=O)N1[C@H]1c3ccccc3OC[C@@H]1[C@@H]2c1ccccc1	0.3	/	14	0.9	-21	2	4	/	-3
NS(=O)(=O)c1ccc(CCNC(=O)CSc2ccc(Cl)cc2)cc1	9.6	4	-7	0.2	-6	1	2	-19	3
CCCN(CCC)C(=O)CN1C(=O)CSc2ccc(S(=O)(=O)N3CCC(C)CC3)cc21	0.0	-6	/	4.0	6	-5	3	-91*	-5
CCOC(=O)/C=C/C(=O)Nc1ccc(Oc2ccccc2)cc1	-0.8	-64*	2	-0.6	6	-10	17	-36*	-7
CC(=O)c1ccc(NC(=O)/C(C#N)=C/c2ccncc2)cc1	0.7	4	-3	-2.4	4	5	1	4	2

Part of the list above in order of molecular weight, rising:
SMILES	D2 agonist	RXFP1 antag	D2 antagonist	TRHR ag	D2 PAM	TRHR PAM	D1 ag	D1 antagonist	D1 PAM
Oc1ccc(/C=N/Nc2ncc(Br)cn2)c(O)c1	-1.1	8	-5	-0.8	0	1	1	4	-3
CCOC(=O)/C=C/C(=O)Nc1ccc(Oc2ccccc2)cc1	-0.8	-64*	2	-0.6	6	-10	17	-36*	-7
CC1CCCN(c2nc3nonc3nc2Nc2ccccc2F)C1 (stereo not drawn)	1.1	-11	-4	-0.3	5	10	2	-4	-4
Cc1cc(C)n(-c2ccc(C(=O)NCc3ccc4c(c3)OCO4)cc2)n1	-0.9	-8	8	-0.2	-11	-4	0	-4	-8
C=CCNC(=O)c1c(CSc2ccc(F)cc2)noc1C(=O)NCCC	/	/	/	-0.2	/	-5	-1	-8	-4
NS(=O)(=O)c1ccc(CCNC(=O)CSc2ccc(Cl)cc2)cc1	9.6	4	-7	0.2	-6	1	2	-19	3
Cn1c(Cc2cccc3ccccc23)nnc1SCc1ccc([N+](=O)[O-])cc1	/	3	/	0.6	/	-1	0	6	-6
O=C(NNC(=O)C12CC3CC(CC(C3)C1)C2)c1csc(N2CCOCC2)n1	/	5	/	-0.3	/	4	3	-14	0
O=C(O)c1ccc(NS(=O)(=O)c2cc(C(=O)O)ccc2Br)cc1	-0.3	6	1	-0.2	1	-1	2	6	-3
CCCN(CCC)C(=O)CN1C(=O)CSc2ccc(S(=O)(=O)N3CCC(C)CC3)cc21	0.0	-6	/	4.0	6	-5	3	-91*	-5
C[C@@]12C(=O)N(Cc3ccc(Cl)cc3)CC(=O)N1[C@H]1c3ccccc3OC[C@@H]1[C@@H]2c1ccccc1	0.3	/	14	0.9	-21	2	4	/	-3
CCN1C(C(=O)c2ccccc2)=C(OC(=O)COc2ccc(OC)cc2)c2ccccc2S1(=O)=O	-0.4	2	/	-0.6	-15	-2	1	-2	-2
Cc1ccc(NC(=O)/C=C\C(=O)N(c2ccc(C(C)C)cc2)C(C(=O)NCc2ccco2)c2ccc(Cl)cc2)cc1 (stereo not drawn)	0.4	1	/	1.0	-6	11	1	24	0
